OX1R antag-1: OX1R (HCRTR1) antagonists, primary screen, fluorescence, CHO/OX1R cells, Fluo-8 calcium, orexin A; Orexin/Hypocretin receptor type 1 (Homo sapiens), O43613; AID 434989, 2010; Fluo-8 calcium fluorescence; hit rate 0.43% among 330,000; inhibition, % at 5 µM;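 active = inhibition above its plate's threshold, mean inhibition of all tested compounds on the plate plus 3 SD, cut at about 37% in these data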;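 note: 0% = orexin A challenge wells and 100% = SB-334867-A antagonist wells; not every result past the cut was called active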
Target sequence (O43613 whole entry, looked up): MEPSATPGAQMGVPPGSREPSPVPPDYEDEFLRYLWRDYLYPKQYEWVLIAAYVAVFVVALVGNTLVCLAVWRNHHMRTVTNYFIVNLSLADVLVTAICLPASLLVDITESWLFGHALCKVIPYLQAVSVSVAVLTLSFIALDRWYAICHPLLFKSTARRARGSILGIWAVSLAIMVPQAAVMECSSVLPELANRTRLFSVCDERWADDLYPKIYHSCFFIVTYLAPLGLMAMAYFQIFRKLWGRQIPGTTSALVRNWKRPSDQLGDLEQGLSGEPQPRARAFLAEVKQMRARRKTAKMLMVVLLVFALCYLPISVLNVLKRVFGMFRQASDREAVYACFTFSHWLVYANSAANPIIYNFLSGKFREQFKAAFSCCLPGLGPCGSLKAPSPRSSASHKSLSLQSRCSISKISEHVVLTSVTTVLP
OX1R antag-2: antagonists of human orexin 1 receptor (OX1R); hit rate 1.8% among 330,000; OX1R-expressing cells, FRET antagonist read-out; AID 485270, 2010; inhibition, % at 6.6 µM; in the data active = inhibition mostly above about 38%, no sharp cut-off; inactive = mostly below about 40%;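 note: 0% = agonist challenge alone and 100% = reference antagonist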
* marks the source's active call; other numbers are inactive results.

SMILES	OX1R antag-1	OX1R antag-2
CCOC(=O)N1CCN(C(=O)c2ccc3c(=O)n(Cc4ccccc4OC)c(=S)[nH]c3c2)CC1	-29	15
COCCn1c(C)cc(C(=O)CN2C(=O)NC3(CCCCCC3)C2=O)c1C	-11	30*
Cc1cc(S(=O)(=O)N2CCN(CC(=O)NCCc3cccs3)CC2)ccc1Br	-16	3
Cn1c(COc2ccc([N+](=O)[O-])cc2)nnc1SCC(=O)NCC1CCCO1 (configuration not stated)	4	15
C=CCn1c(-c2cc(OC)c(OC)c(OC)c2)n[nH]c1=S	-7	8
CN(C)CCN1C(=O)C(=O)/C(=C(/O)c2ccc(S(=O)(=O)N3CCOCC3)cc2)C1c1ccc(F)cc1 (configuration not stated)	-9	27
CN(C)S(=O)(=O)c1ccc2[nH]cc(/C=C/c3nc4ccccc4c(=O)n3-c3ccccc3)c2c1	3	-6
Cc1ccc(C2C3=C(CC(C)(C)CC3=O)N(CCN3CCOCC3)C3=C2C(=O)CC(C)(C)C3)cc1	-34	37
O=C(O)c1cccc(COc2ccc(CO)cc2Cl)c1	-5	8
CC(OCCN(C)C)C(=O)C12CC3CC(CC(C3)C1)C2 (configuration not stated)	-29	7
CN1C(=O)C(/C(N)=N/NC(=O)c2ccccc2)C2CC1(C)Oc1ccccc12 (configuration not stated)	-4	12
O=C(Nc1c2ccccc2nc2ccccc12)C(Cl)(Cl)Cl	1	69*
CCc1ccc2c(c1)C(c1ccc([N+](=O)[O-])cc1)=NNC(c1ccc(F)cc1)=N2	-19	4
CCC(=O)NNC(=O)CCC(=O)Nc1cccc(Cl)c1C	-31	15
CN1CCN(CC#CCC(O)(c2ccccc2)c2ccccc2)CC1	-1	15
CCc1[nH]nc(C(=O)N/N=C/c2ccncc2)c1C	-10	-2
CCOC(=O)C1CCCN(C(=O)COC(=O)c2ccc(C#N)cc2)C1 (configuration not stated)	13	7
CC(C)NC(=O)c1c(O)c2ccccc2[nH]c1=O	-11	6
C[C@@H](Oc1ccccc1)c1nnn(Cc2ccccc2)c1-c1c([C@@H](C)Oc2ccccc2)nnn1Cc1ccccc1	24	32
Cc1ccc(C(=O)CSc2nc(N)cc(=O)[nH]2)cc1C	-25	1

Fetched by compound from the list above:
SMILES	OX1R antag-1	OX1R antag-2
COCCn1c(C)cc(C(=O)CN2C(=O)NC3(CCCCCC3)C2=O)c1C	-11	30*
C[C@@H](Oc1ccccc1)c1nnn(Cc2ccccc2)c1-c1c([C@@H](C)Oc2ccccc2)nnn1Cc1ccccc1	24	32
Cc1ccc(C(=O)CSc2nc(N)cc(=O)[nH]2)cc1C	-25	1
CCc1ccc2c(c1)C(c1ccc([N+](=O)[O-])cc1)=NNC(c1ccc(F)cc1)=N2	-19	4
C=CCn1c(-c2cc(OC)c(OC)c(OC)c2)n[nH]c1=S	-7	8

More records.
SMILES	OX1R antag-1	OX1R antag-2
C/C=C/c1ccc(OCCCCN(C)Cc2ccccc2)c(OC)c1	-27	-2
O=CNn1cnc2c(oc3nc(-c4ccccc4)cc(-c4ccco4)c32)c1=O	-10	6
Cc1ccc(-c2cn(S(=O)(=O)c3cccc([N+](=O)[O-])c3)nc2N)cc1	-10	8
COc1ccc(S(=O)(=O)/C(C#N)=C/Nc2cccc(F)c2)cc1	-24	1
[O-]/[N+](=C\c1ccc(F)cc1)c1ccccc1	4	10
CCOc1ccc(CCNC(=O)CCS(=O)(=O)c2ccc(Br)cc2)cc1OCC	-34	1
CC1(C)NC(=O)N(CCOc2ccc([N+](=O)[O-])cc2)C1=O	0	17
Cc1ccsc1/C=N/n1c(COc2ccccc2)n[nH]c1=S	-16	28
CCC(=O)c1ccc(N2CCN(C(=O)COc3ccccc3F)CC2)c(F)c1	0	19
C/C(=C\C(=O)c1cccnc1)Nc1ccc(C)c(C)c1	-4	10
CC(=O)c1c(C)[nH]c(C(=O)Nc2nc(-c3ccc(Cl)cc3)cs2)c1C	2	23
Cc1ccc(CNCC2CCCO2)s1 (configuration not stated)	-5	17
COc1cc(NC(=O)C2CCCN2C(=O)OCc2ccccc2)cc(OC)c1 (configuration not stated)	-28	19
CCCCN(C(=O)c1cc(-c2ccco2)nc2ccccc12)c1c(N)n(CCCC)c(=O)[nH]c1=O	-22	19
CC1(C)Cc2nc3sc(C(=O)O)c(N)c3cc2CS1	-9	1
COc1ccc(-c2c3c(=O)n(C)c(=O)n(C)c3cn2N2CCOCC2)cc1	-14	19
Cc1cc(-c2ccccc2)n2nc(C)c(C#N)c2n1	-7	6
CC(=O)Nc1ccccc1OCC(=O)N(Cc1ccccc1)C(C)C	13	49
O=C(CSc1nnc(-c2cccs2)n1-c1ccccc1)N1CCCC1	-13	9
CCN1C(=O)/C(=C\c2cccn2-c2ccc([N+](=O)[O-])cc2)N(CC)C1=S	-24	21

Printed as active in OX1R antag-2, of those listed so far:
SMILES	OX1R antag-1	OX1R antag-2
COCCn1c(C)cc(C(=O)CN2C(=O)NC3(CCCCCC3)C2=O)c1C	-11	30*
O=C(Nc1c2ccccc2nc2ccccc12)C(Cl)(Cl)Cl	1	69*

Later entries.
SMILES	OX1R antag-1	OX1R antag-2
COc1cccc(N2C(N)=NC(N)=NC2(C)C)c1	-12	17
CCC(C)[C@H]1CNC(=S)N1CCc1cc(C(F)(F)F)cc(C(F)(F)F)c1 (some centres not stated)	-33	17
CCOc1ccc(-n2c(-c3ccco3)n[nH]c2=S)cc1	-16	7
CC(=O)N1CCOc2ccc(S(=O)(=O)N3CCN(c4cccc(C(F)(F)F)c4)CC3)cc21	-24	2
O=C1NC(=O)C(CC(=O)N(Cc2ccco2)C2(C(=O)NC3CCCC3)CCCCC2)N1 (configuration not stated)	-5	15
Cc1ccc(NS(=O)(=O)c2ccc3c(c2)CC(=O)N3)c(C)c1	-11	6
CCOc1ccc(S(=O)(=O)N2CCN=C2c2ccccc2)c(C)c1C	-20	26
C[C@@]12C(=O)N(c3ccc(F)cc3)C(=O)N1[C@@H]1c3ccccc3OC[C@@H]1[C@H]2c1ccccc1	-30	25
O=C(Nc1nnc(CCN2CCCCC2)s1)C1CCCCC1	2	11
COC(=O)C1=C(C)N(C(C)c2ccccc2)C(=O)C1 (configuration not stated)	-8	8
CCC1=C/C(=C/c2sc3ccccc3[n+]2CC)CC(C)(C)C1	-32	11
COc1ccc2cc1Oc1ccc(cc1)C[C@H]1c3cc(c(OC)cc3CCN1C)Oc1c(OC)c(OC)cc3c1[C@H](C2)N(C)CC3	-34	10
CCNC(=O)COC(=O)/C=C/c1c(C)nn(Cc2cccc(OC)c2)c1Cl	-4	8
CCCc1cc(=O)n2[nH]c(Cc3ccccc3)nc2n1	-23	22
CC12CCC(C(=O)Nc3cc(F)ccc3F)(CC1=O)C2(C)C (configuration not stated)	-13	12
O=c1cc(Cl)[nH]c(=O)n1Cc1ccc(F)cc1	-9	8
CCn1c2ccccc2c2cc([N+](=O)[O-])ccc21	-39	22
CCOc1ccc(CC2NCCc3cc(OCC)c(OCC)cc32)cc1OCC (configuration not stated)	-34	28
Nc1nonc1C(=O)NC(c1ccccc1)c1ccccc1	-6	8
O=C(C1=C[C@@H](C2CCCCC2)C[C@@H](OCCCCO)O1)N1CCN(Cc2ccc3c(c2)OCO3)CC1	-30	13

Reformatted with values ahead of the structure: part of the list above
OX1R antag-1 | OX1R antag-2 | mol
2 | 11 | O=C(Nc1nnc(CCN2CCCCC2)s1)C1CCCCC1
-8 | 8 | COC(=O)C1=C(C)N(C(C)c2ccccc2)C(=O)C1 (configuration not stated)
-32 | 11 | CCC1=C/C(=C/c2sc3ccccc3[n+]2CC)CC(C)(C)C1
-34 | 10 | COc1ccc2cc1Oc1ccc(cc1)C[C@H]1c3cc(c(OC)cc3CCN1C)Oc1c(OC)c(OC)cc3c1[C@H](C2)N(C)CC3
-4 | 8 | CCNC(=O)COC(=O)/C=C/c1c(C)nn(Cc2cccc(OC)c2)c1Cl

(continued)
SMILES	OX1R antag-1	OX1R antag-2
c1ccc2cc(Cn3ccnc3)ccc2c1	-5	26
Cc1ccc(N(Cc2cc(=O)[nH]c3ccccc23)C(=O)C(C)C)cc1	-29	27
CCOCCOC(=O)C1=C(C)N(C)C(=O)NC1c1cc(Cl)c(O)c(OC)c1 (configuration not stated)	-30	15
CN1CCN(S(=O)(=O)c2cccc(C(=O)N(C)Cc3cccs3)c2)CC1	-13	1
CCC(C(=O)Nc1nc(C)cs1)c1ccccc1 (configuration not stated)	-24	19
Cc1sc(NC(=O)c2cccc([N+](=O)[O-])c2)c(C(N)=O)c1-c1ccc(C(C)(C)C)cc1	-1	0
CC(C)(C)n1nc2c(c1NC(=O)CCCc1ccccc1)CS(=O)C2 (configuration not stated)	-12	6
CC(C)(CNC(=O)Cc1ccc(Cl)cc1Cl)N1CCCCC1	-8	7
Cc1nn(Cc2ccccc2)c(Cl)c1C(=O)NC(C)(C)C	-6	0
C=CCn1c(Cc2csc(N)n2)nnc1SCC(=O)OCC	-7	6
COc1ccc(CN2CCn3ncc(C(=O)Nc4cc(C)cc(C)c4)c3C2=O)cc1	6	5
CN(C)Cc1c(O)ccc2occ(C(O)c3ccccc3)c12 (configuration not stated)	-24	7
O=c1c2cccnc2[nH]c(=S)n1CCC1=CCCCC1	-2	17
O=C(O)c1cccc(-c2nnn(Cc3ccccc3Cl)n2)c1	-8	19
S=C(c1ccc(N2CCOCC2)cc1)N1CCOCC1	-3	10
FC(F)(F)c1cnc(Oc2ccccc2-c2nnc(-c3ccc(Cl)cc3)o2)c(Cl)c1	-17	13
CC(C)NC(=O)C(=O)NC1CCCCCC1	-9	4
CCOC(=O)c1c(NC(=O)CCC(=O)NCc2ccco2)sc2c1CCCC2	-19	20
CCOc1ccc(NC(=O)CN2CCN(CC(=O)Nc3ccc(OC)cc3)CC2)cc1	-14	8
O=S(=O)(c1ccc(F)cc1)N1CCN(Cc2ccccn2)CC1	-3	12
Cc1ccc(C(=O)O/N=C(/c2nonc2N)N(C)C)cc1	-12	-8
COc1cccc(NC(=O)C(Sc2nnc3ccccn23)c2ccccc2)c1 (configuration not stated)	-8	11
O=[N+]([O-])c1ccc(N=Nc2c(Cl)cc(O)cc2Cl)cc1	39*	58*
Cn1cnnc1Sc1ccc(/C=C(\CCC(=O)O)c2nc3ccccc3s2)cc1[N+](=O)[O-]	-9	17
COC(=O)Cc1cc(=O)n(-c2nc3ccccc3s2)[nH]1	-9	0
CCCN1CCN(C(=O)CCc2nnc3ccc(N4CCN(c5cccc(OC)c5)CC4)nn23)CC1	-13	11
COc1ccc(CNCCc2ccc(Cl)cc2)cc1OCc1ccccc1	2	8
NNC(=O)c1nc[nH]c1C(=O)Nc1ccccc1	25	51*
Cc1cccc(N2CCN(C(=O)c3cccn4c(=O)c5c(C)c(C)sc5nc34)CC2)c1C	-21	12
COCCNC(=O)C(c1ccc(O)cc1)N(Cc1cccs1)C(=O)CCC(=O)Nc1ccccn1 (configuration not stated)	-6	33
COc1ccc(NS(=O)(=O)c2cccc(C(=O)NNC(=O)CNC(=O)c3ccccc3F)c2)cc1	-15	19
CCN1CSC(=S)N(Cc2ccc(OC)cc2)C1	-8	15
CCOc1ccc(NS(=O)(=O)c2cc(NC(=O)c3cccc(C)c3)ccc2Cl)cc1	-13	13
O=C(COc1ccc2ccc(=O)oc2c1)N1CCN(c2ccc(F)cc2)CC1	-18	5
NS(=O)(=O)Cc1noc2ccccc12	-4	11
O=c1c2c3c(sc2nc2n1CCCC2)CCCC3	-23	3
COc1ccccc1NC(=O)NC1CC(=O)N(c2ccc3c(c2)OCCO3)C1 (configuration not stated)	-4	12
COc1ccc(N2C(=O)CSC2c2ccccc2)cc1 (configuration not stated)	-8	3
Cc1cccn2c(=O)c3cc(C(=O)N4COCC4(C)C)sc3nc12	-22	13
Cc1[nH]n(-c2ccccc2)c(=O)c1C(c1ccc(O)c([N+](=O)[O-])c1)c1c(C)[nH]n(-c2ccccc2)c1=O	-6	68
CS(=O)(=O)NN1C(=O)c2ccccc2NC12CCCC2	2	17
O=C(COc1cccc2ccccc12)N1c2ccccc2CCc2ccccc21	10	34
CN(C)S(=O)(=O)c1cc(NC(=O)COC(=O)c2nc(Cl)ccc2Cl)ccc1Cl	13	27
O=C(C[N+]1(CC#Cc2ccccc2)CCOCC1)c1ccccc1	-9	5
CSCc1ccc(C(=O)OCc2nc3ccccc3s2)o1	-17	8
O=C(Cn1cnc2c(nnn2-c2ccccc2)c1=O)N1CCC(Cc2ccccc2)CC1	-14	-3
Cc1c(/C=N/Nc2nc3ccccc3[nH]2)c2ccccc2n1C	-18	14
CCN(CC)C(=O)CSc1nnc(-c2cc(-c3ccc(Cl)cc3)nc3ccccc23)o1	-30	2
CCC1(c2ccccc2)NC(=O)N(CC(=O)Nc2ccc3c(c2)OCO3)C1=O (configuration not stated)	-8	5
CCNC(=O)C1CCCN1S(=O)(=O)c1ccc2ccccc2c1 (configuration not stated)	-20	16
CC(=O)OCc1c(C(F)(F)F)nn(C)c1Oc1ccccc1	-4	6
Cc1cc(NO)c(C(C)C)cc1N=O	8	16
CCCCn1c(N)c(N(CCOC)C(=O)c2ccc(C)o2)c(=O)[nH]c1=O	-16	5
O=C(Nc1ccc(Cl)cc1)c1ccc(-n2cncn2)c([N+](=O)[O-])c1	-13	11

Rewritten with two lines to a compound: entries from further up.
Results follow in this order: OX1R antag-1, OX1R antag-2
- CCNC(=O)C1CCCN1S(=O)(=O)c1ccc2ccccc2c1 (configuration not stated)
  -20, 16
- CS(=O)(=O)NN1C(=O)c2ccccc2NC12CCCC2
  2, 17
- O=C(COc1cccc2ccccc12)N1c2ccccc2CCc2ccccc21
  10, 34
